Screening results from PubChem.
CHO parental Ca: ATP-evoked calcium signal inhibitors, parental CHO, primary screen, counter-screen for OX1R antagonist project, cell-based, fluorescence, Fluo-8 calcium dye; AID 463079, 2010; inhibition, % at 5.6 µM; parental CHO-K1, ATP-induced calcium, Fluo-8 fluorescence; 0.63% of 330,000 active;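 active means inhibition above that plate's mean sample inhibition plus 3 SD, cut at about 26% in these data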;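 further: 0% = ATP-challenged DMSO wells and 100% = DMSO wells without ATP; some compounds past the cut are filed as inactive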
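Material: Parental CHO cells | Reagent: ATP | Compound dosing: Single nominal dose of 5.6 µM per compound | Detection: Intracellular calcium via Fluo-8 no-wash fluorescent dye | Read-out: % inhibition of ATP-induced calcium mobilization | Benchmarks: Low control ATP plus DMSO, high control DMSO only | Replicates: Singlicate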
CHRM1 agonist: human M1 muscarinic receptor agonists, primary screen, Fluo-8 calcium fluorescence, CHO-K1 cells, HTS; Muscarinic acetylcholine receptor M1 (Homo sapiens), P11229; CHO-K1 hM1, agonist mode; 0% DMSO, 100% acetylcholine EC100; activation, % at 3 µM; 0.33% of 360,000 active;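 active means activation above the run's mean compound activation plus 3 SD, cut at about 16% in these data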;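 further: peak over basal fluorescence ratio within a 140 s kinetic read after compound addition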
Target sequence (P11229 whole entry, looked up): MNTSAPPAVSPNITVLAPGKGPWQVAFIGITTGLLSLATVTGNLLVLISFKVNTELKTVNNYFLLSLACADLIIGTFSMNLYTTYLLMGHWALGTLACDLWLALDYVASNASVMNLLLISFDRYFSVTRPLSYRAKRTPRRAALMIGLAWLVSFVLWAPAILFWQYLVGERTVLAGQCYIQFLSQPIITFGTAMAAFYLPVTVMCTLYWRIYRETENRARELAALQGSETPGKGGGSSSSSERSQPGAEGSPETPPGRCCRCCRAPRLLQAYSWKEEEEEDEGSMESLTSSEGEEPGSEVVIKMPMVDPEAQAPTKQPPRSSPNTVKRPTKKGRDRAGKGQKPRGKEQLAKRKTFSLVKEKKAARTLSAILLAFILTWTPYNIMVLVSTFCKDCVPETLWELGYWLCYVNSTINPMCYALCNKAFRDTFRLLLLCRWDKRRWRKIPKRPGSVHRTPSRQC
M1 antag: human M1 muscarinic receptor antagonists, primary screen, CHO-K1 cells, Fluo-8 calcium fluorescence, 1536-well | CHO-K1 hM1, ACh EC80 antagonist | inhibition, % at 3 µM | 1.3% of 360,000 active;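 active means percent inhibition above its own plate's cutoff, namely the mean of that plate's compound wells plus 3 SD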;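 further: peak over basal fluorescence ratio during 140 s after agonist addition; 0% = ACh EC80 plus DMSO and 100% = DMSO alone without agonist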
CHO-K1 Ca antag: M1 antagonist counterscreen hit in parental CHO-K1 cells; 0.6% of 360,000 active; ATP-induced calcium, Fluo-8 fluorescence; inhibition, % at 3 µM;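 active means inhibition above a per-plate cutoff, the plate's mean sample inhibition plus 3 SD, cut at about 24% in these data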;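 further: 0% = DMSO plus EC80 ATP and 100% = DMSO alone without ATP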
TAAR1 ag: human TAAR1 agonists, primary screen, Fluo-8 calcium fluorescence, CHO RD-HGA16 cells; 0.99% of 360,000 active; Trace amine-associated receptor 1 (Homo sapiens), Q96RJ0; AID 624467, 2012; vehicle wells 0%, saturating PEA agonist 100%; activation, % at 3 µM;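 active means activation above the mean activation of all test compounds in the run plus 3 SD, cut at about 38% in these data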
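Assay system – CHO-derived RD-HGA16 cells with stable Gα16 and human TAAR1 · Compound dosing – one-point dosing at 3 µM (nominal) · Incubation – 17-24 h seeding, 75 min 37 °C dye, 30 min RT · Measured by – kinetic Fluo-8 calcium fluorescence · Control set – DMSO vehicle as 0%, PEA at EC100 as 100% · Repeats – single well for each compound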
CHO-K1 Ca PAM: nonselective calcium activators in parental CHO-K1 cells, primary screen, counter-screen for M1 PAM project, cell-based, Fluo-8 calcium fluorescence, full deck, 1536-well; activation, % at 3 µM; ATP EC20; 0% at ATP EC20, 100% at ATP max; AID 602247, 2012; 0.02% of 360,000 active;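 active means activation above the run cutoff, the mean activation of all test compounds plus 3 SD, cut at about 40% in these data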;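 further: peak over basal fluorescence ratio in a 140 s read after ATP addition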
OXTR potentiate: human OXTR potentiators, primary screen, fluorescence, CHO-OTR cells, Fluo-8 calcium. Oxytocin receptor (Homo sapiens), P30559. Fluo-8 calcium fluorescence, potentiator mode; 0% = oxytocin EC15, 100% = EC100. activation, % at 3 µM. 0.061% of 320,000 active;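 active means activation above that plate's cutoff, the mean activation of tested compounds plus 3 SD, cut at about 6.6% in these data, passing the limit was not always enough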;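 further: 100% uses oxytocin at 75 nM as the full agonist control; some results filed as inactive read as strong as hits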
Target sequence (P30559 whole entry, looked up): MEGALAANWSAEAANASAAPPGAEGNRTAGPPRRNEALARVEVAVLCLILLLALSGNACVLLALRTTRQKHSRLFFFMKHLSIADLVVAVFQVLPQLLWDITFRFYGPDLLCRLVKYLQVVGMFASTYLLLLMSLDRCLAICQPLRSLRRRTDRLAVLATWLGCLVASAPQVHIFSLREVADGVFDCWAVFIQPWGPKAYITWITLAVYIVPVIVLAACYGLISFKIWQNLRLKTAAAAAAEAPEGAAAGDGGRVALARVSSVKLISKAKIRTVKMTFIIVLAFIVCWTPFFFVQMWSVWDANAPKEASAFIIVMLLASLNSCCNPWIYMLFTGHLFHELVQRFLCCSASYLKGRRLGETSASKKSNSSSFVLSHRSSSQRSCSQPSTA
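Replication – single well per compound, singlicate · Assay system – CHO cell line stably expressing human OTR · Timing – 6 min pre-incubation, 100 s read · Measure – normalized max/min fluorescence ratio, % activation · Doses – 3.0 µM, one dose · Detection – Fluo-8 calcium dye fluorescence · Probe or stimulus – oxytocin near EC15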
TAAR1 antag: human TAAR1 antagonists, primary screen, Fluo-8 calcium fluorescence, CHO RD-HGA16 cells | antagonist | inhibition, % at 3 µM | 1.5% of 360,000 active | AID 624466, 2012;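 active means inhibition above a per-plate cutoff, the mean inhibition of test compounds on that plate plus 3 SD, cut at about 49% in these data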;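 further: 0% = DMSO plus EC80 beta-PEA response and 100% = DMSO alone without agonist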
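Material: RD-HGA16 CHO cells with stable hTAAR1 and Gα16; Dosing: single nominal final test compound concentration of 3 µM; Schedule: seeding 17-24 h prior, 75-min 37 °C, 30-min RT dye loading; Detection: kinetic Fluo-8 calcium fluorescence measurement; Measure: % inhibition from peak post-agonist over basal fluorescence ratio; Benchmarks: vehicle and agonist controls.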
CHO-K1 Ca ag: counter-screen for M1 agonists: effect in parental CHO-K1 cells | 0.48% of 360,000 active | activation, % at 3 µM | AID 602248, 2012 | Fluo-8 calcium fluorescence; scaled to maximal ATP response, vehicle zero; in the data active means activation above about 15%;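 further: untransfected CHO-K1 host cells lacking M1 receptor as counterscreen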
* marks the source's active call; other numbers are inactive results; / = not tested or not shown.

SMILES	CHO parental Ca	CHRM1 agonist	M1 antag	CHO-K1 Ca antag	TAAR1 ag	CHO-K1 Ca PAM	OXTR potentiate	TAAR1 antag	CHO-K1 Ca ag
Cc1n[nH]c(=O)c2c(NC(=O)COC(=O)c3cc(F)cc(F)c3)oc(C)c12	2	6	-6	0	2	-25	-5	-31	-0.1
Cc1cccc(CNC(=O)c2ccc(NC(=O)C3=CSCCO3)cc2)c1	-9	-3	-1	-14	/	18	-6	/	3.1
O=C(CC(c1ccccc1)c1ccccc1)Nc1ccc(O)cc1	-13	-1	-22	-4	2	10	2	-1	0.9
CCCN1CCN(CCCNC(=O)c2cc3c(=O)[nH]c4ccc(C)cc4c3s2)CC1	-14	8	13	-9	0	6	0	-31	1.8
COc1cccc(CNC(=O)C2CCN(S(=O)(=O)c3cccc4nonc34)CC2)c1	-11	1	-1	1	-2	0	-6	28	2.9
CCOc1ccc(S(=O)(=O)N2CCCC(C(=O)NCc3ccccn3)C2)cc1C (stereo not drawn)	-23	-5	-19	-6	-4	4	-4	-34	1.2
CCOC(=O)c1c(C)nn(-c2ccc(NC(=O)CSCC(=O)O)cc2)c1C	3	2	-4	-10	0	15	-2	-29	0.4
COc1ccc(Oc2coc3cc(OC(=O)c4cccs4)ccc3c2=O)cc1	2	-1	-49	0	13	15	-17	41	0.8
CC(Oc1cccc(Cl)c1)C(=O)Nc1ccc(N2CCOCC2)cc1N1CCOCC1 (stereo not drawn)	-8	-3	-6	-4	10	-4	-8	-55	0.5
Cc1cc(C)c(NC(=O)CCN2C(=O)c3ccccc3S2(=O)=O)c(C)c1	-7	0	-2	-6	1	15	-5	-13	1.9
O=C(NC1CCc2ccccc21)c1cc(COc2ccc(F)cc2F)on1 (stereo not drawn)	3	-12	8	-4	9	8	-11	0	1.2
CC(C)c1ccccc1NS(=O)(=O)N(C)C	-13	-7	-6	-7	15	16	-10	7	-0.2
CC(C)COC(=O)n1ccc(C(=O)N2CCCCC2)n1	-1	-3	-5	-1	6	14	-4	7	0.3
O=C(Nc1ccccc1N1CCOCC1)c1ccc(Cl)c(S(=O)(=O)NCc2ccco2)c1	-9	-8	0	0	5	8	-7	-7	17*
Cc1ccc(C(C)C)cc1S(=O)(=O)Nc1cccnc1	0	-2	-8	-7	-2	-1	-2	-2	2.3
CN(c1cccc(NC(=O)Nc2ccc(Cl)cc2)c1)S(C)(=O)=O	9	2	17	-4	47*	-8	-10	14	8.8
CC(=O)c1ccc(N2CCCCC2)c(F)c1	-8	-5	-12	-19	-1	15	-4	25	-0.2
CN1CCN(C(=O)/C(=C/c2cccc([N+](=O)[O-])c2)NC(=O)c2ccccc2)CC1	-10	-3	-10	-14	-1	11	-2	-3	0.8
CS(=O)(=O)c1ccc(Cl)c(NC(=O)COC(=O)CNC(=O)c2cccs2)c1	4	-2	-7	-3	0	6	3	1	1.6
CCCC(c1nnnn1C1CCCCC1)N1CCN(c2ncccn2)CC1 (stereo not drawn)	-14	-5	1	5	1	0	-11	1	0.1
CCOC(=O)CC1=NN(c2ccccc2)C(=O)/C1=C\c1ccc(N(C)C)cc1	7	-2	-4	9	14	12	-9	-9	-0.6
CCSc1nnc(NC(=O)[C@@H](NC(=O)c2ccccc2F)C(C)C)s1	-26	-7	-5	-7	5	17	-2	-7	2.2
CC1CCc2cc(F)cc3c(O)c(C(=O)NCc4ccco4)c(=O)n1c23 (stereo not drawn)	/	-4	-19	1	9	4	/	-6	-0.1
O=C(COC(=O)C12CC3CC(CC(O)(C3)C1)C2)NC12CC3CC(CC(C3)C1)C2	2	-4	-8	1	6	11	-6	-12	1.1
CCC(=O)N1N=C(c2cccs2)CC1c1ccc(C)cc1 (stereo not drawn)	-8	-8	-1	6	3	3	-12	6	-1.1
CCC1CCC/C1=N\NC(=O)CCC(=O)Nc1ccccc1Cl (stereo not drawn)	-3	-2	17	-12	1	23	-1	-9	0.3
Cc1ccn2c(NC3CCCCC3)c(-c3ccc(SC4CCCCC4)cc3)nc2c1	/	/	/	-6	1	1	/	-50	0.7
COc1ccc(OC)c(CNS(=O)(=O)c2c(C)nc3scc(C)n3c2=O)c1	-16	-2	1	-4	0	6	-4	-2	-0.3
Cc1ccc(C)c(N2CCN(C(=O)CCCCn3c(=O)[nH]c4ccccc4c3=O)CC2)c1	-41	-2	11	-13	14	13	-16	27	1.5
CCOC(=O)CC1CCCCN1C(=O)CCCn1nnnc1CN1CCC(C)CC1 (stereo not drawn)	-19	-6	1	-15	3	21	-11	-15	0.5

In the list so far, 2 have an aryl thioether with sulfur outside any ring:
SMILES	CHO parental Ca	CHRM1 agonist	M1 antag	CHO-K1 Ca antag	TAAR1 ag	CHO-K1 Ca PAM	OXTR potentiate	TAAR1 antag	CHO-K1 Ca ag
CCSc1nnc(NC(=O)[C@@H](NC(=O)c2ccccc2F)C(C)C)s1	-26	-7	-5	-7	5	17	-2	-7	2.2
Cc1ccn2c(NC3CCCCC3)c(-c3ccc(SC4CCCCC4)cc3)nc2c1	/	/	/	-6	1	1	/	-50	0.7

The listing continues.
SMILES	CHO parental Ca	CHRM1 agonist	M1 antag	CHO-K1 Ca antag	TAAR1 ag	CHO-K1 Ca PAM	OXTR potentiate	TAAR1 antag	CHO-K1 Ca ag
CC(C)(C)OC(=O)NCCc1nnc(SCc2ccc(Cl)cc2)o1	-8	-4	5	4	2	4	2	-1	0.3
O=c1c2ccccc2nc2n1CCC2O (stereo not drawn)	3	-4	-5	0	2	8	-1	-7	0.5
C[C@@H]1CN([C@H](C)CO)C(=O)c2cc(NC(=O)Nc3ccc(C(F)(F)F)cc3)ccc2O[C@H]1CN(C)C(=O)Nc1ccc(F)cc1	/	1	5	-2	13	15	/	-15	0.8
CCC(=O)c1ccc(OC(=O)C2CCN(C3=NS(=O)(=O)c4ccccc43)CC2)cc1	-25	1	-1	4	6	-16	-10	-7	0.7
Nc1nc2sc3c(c2cc1C(=O)N1CCOCC1)CCCC3	-6	-4	-13	-11	1	24	-24	10	0.2
Cc1cccc(N(CC(=O)NCc2ccc(F)cc2)C(=O)c2csnn2)c1C	-12	-6	4	-11	9	-2	-9	-1	0.8
O=C(C[n+]1cccc(C(=O)Nc2ccccc2)c1)c1ccc([N+](=O)[O-])cc1	10	-12	0	0	0	16	-11	-14	0.3
CCOc1ccc(CN2CCN(CC(O)Cn3c4ccccc4c4ccccc43)CC2)cc1 (stereo not drawn)	24	-4	0	-12	2	10	-8	-2	0.7
CCN(C(=O)Cn1c(=O)oc2ccccc21)c1c(N)n(Cc2ccccc2)c(=O)[nH]c1=O	1	-4	-5	-18	1	10	-3	3	-0.1
CCc1ccc(OCC(=O)NC2CCCCC2)c(Br)c1	-7	-4	10	1	17	7	-13	-12	1.0
CCCNC(=O)c1onc(CS(=O)(=O)c2cccc(OC)c2)c1C(=O)NCCC	-12	-2	-4	-19	0	4	-3	-7	0.4
OC[C@@H]1CN(Cc2ccc(F)cc2)C[C@H](n2cnc3c(N4CCN(c5ccccc5)CC4)ncnc32)O1	/	0	2	-10	10	15	/	64*	6.9
CC1=NC(=O)C(N=Nc2ccccc2)N1c1ccccc1 (stereo not drawn)	-9	5	-6	-2	10	19	-1	-10	0.3
CS(=O)(=O)Nc1cccc(NC(=O)C2Cc3c(-c4cccc(C(N)=O)c4)ccnc3O2)c1 (stereo not drawn)	/	-4	-5	3	1	7	/	-4	-0.2
CCc1sc(C(=O)N2CCN(S(C)(=O)=O)CC2)cc1Br	-8	-2	-2	-20	/	10	-4	/	0.9
CCn1c(CN2CCOCC2)nnc1SCC(=O)Nc1ccccc1C	3	-2	-12	-8	6	16	6	-23	1.0
Cc1ccc(CNC(=O)CN2C(=O)NC(C)(c3ccc(Cl)cc3)C2=O)cc1 (stereo not drawn)	-25	1	-11	-1	5	4	-1	-5	0.8
COCCNC(=O)C1(C)CCCN(C(=O)c2cc(C)oc2C)C1 (stereo not drawn)	/	0	-11	-11	3	16	/	-2	0.0
CC1CC(=S)Nc2ccccc2N1C(=O)Nc1ccccc1 (stereo not drawn)	-11	2	0	-7	3	1	0	-9	1.1
COc1cc(SC)ccc1C(=O)Nc1ccc(C)cc1C	-6	/	/	/	-1	/	0	-10	/
CCOC(=O)c1cc(OC(=O)c2cccs2)n(-c2ccccc2)n1	0	-4	-17	-19	/	16	-4	/	0.5
Cc1nc(NC(=O)CSc2nc3cccnc3n2C2CCCCC2)sc1C	-9	-3	3	-11	-1	16	-11	-8	0.3

Part of the list above in another layout:
| SMILES | CHO parental Ca | CHRM1 agonist | M1 antag | CHO-K1 Ca antag | TAAR1 ag | CHO-K1 Ca PAM | OXTR potentiate | TAAR1 antag | CHO-K1 Ca ag |
| --- | --- | --- | --- | --- | --- | --- | --- | --- | --- |
| CCn1c(CN2CCOCC2)nnc1SCC(=O)Nc1ccccc1C | 3 | -2 | -12 | -8 | 6 | 16 | 6 | -23 | 1.0 |
| Cc1ccc(CNC(=O)CN2C(=O)NC(C)(c3ccc(Cl)cc3)C2=O)cc1 (stereo not drawn) | -25 | 1 | -11 | -1 | 5 | 4 | -1 | -5 | 0.8 |
| COCCNC(=O)C1(C)CCCN(C(=O)c2cc(C)oc2C)C1 (stereo not drawn) | / | 0 | -11 | -11 | 3 | 16 | / | -2 | 0.0 |
| CC1CC(=S)Nc2ccccc2N1C(=O)Nc1ccccc1 (stereo not drawn) | -11 | 2 | 0 | -7 | 3 | 1 | 0 | -9 | 1.1 |
| COc1cc(SC)ccc1C(=O)Nc1ccc(C)cc1C | -6 | / | / | / | -1 | / | 0 | -10 | / |

Entries of single compounds as entered above. Order of values: CHO parental Ca | CHRM1 agonist | M1 antag | CHO-K1 Ca antag | TAAR1 ag | CHO-K1 Ca PAM | OXTR potentiate | TAAR1 antag | CHO-K1 Ca ag
O=C(COC(=O)C12CC3CC(CC(O)(C3)C1)C2)NC12CC3CC(CC(C3)C1)C2 as listed: 2 | -4 | -8 | 1 | 6 | 11 | -6 | -12 | 1.1
C[C@@H]1CN([C@H](C)CO)C(=O)c2cc(NC(=O)Nc3ccc(C(F)(F)F)cc3)ccc2O[C@H]1CN(C)C(=O)Nc1ccc(F)cc1 as listed: / | 1 | 5 | -2 | 13 | 15 | / | -15 | 0.8
